TNFa cytotox – HUVEC cytotoxicity counter-screen, TNF alpha stimulated. cell count reduction, % at 2 µM. HUVEC TNFalpha-stimulated, Hoechst cell count, imaging. 0.17% of 93,000 active;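 active = cell count reduction exceeding the screen mean by over 5 SD, scaled to untreated wells per plate, cut at about 78% in these data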;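 note: cells counted after 24 h of TNF alpha exposure following the 1 h pretreatment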
E coli WT exp – growth inhibitors of E. coli BW25113 wild type. OD600 absorbance. growth inhibition, % at 100 µM. 0.15% of 98,000 active. AID 710;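 active = growth inhibition above about 50% at one test dose, limit read from the data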;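 note: growth measured after 20 h incubation at 37 °C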
HUVEC tox IL1B – HUVEC cytotoxicity counter-screen, IL-1B stimulated; AID 845; HUVEC cell count loss, Hoechst imaging; 0.41% of 94,000 active; cell count reduction, % at 2 µM;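 active = cell count reduction more than 3 SD above the screen-wide mean, cut at about 70% in these data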;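 note: normalized per plate to untreated control cells as the no-loss baseline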
sEH inh – inhibitors of human soluble epoxide hydrolase. P34913. recombinant human sEH enzymatic activity assay. inhibition, % at 2 µM. 0.34% of 91,000 active. AID 707; in the data active = inhibition above about 80%; note: values of inactives mirror those of a sister screen read the other way; many of its hits are not listed in these tables
VCAM1 TNFa inh – reduces TNF alpha induced VCAM1 expression in HUVEC; 0.48% of 95,000 active; inhibition, % at 2 µM; HUVEC TNFa-induced VCAM-1 immunofluorescence, high-content imaging; AID 802;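 active = inhibition above the batch mean plus 3 SD, with images confirmed as a hit by eye, cut at about 37% in these data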;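 note: 0% = TNF-stimulated DMSO wells and 100% = unstimulated control wells; not every result past the cut was called active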
F-actin modifier – cytoskeleton assembly modification | HUVEC TNFa F-actin phalloidin imaging, high content | inhibition, % at 2 µM | 0.18% of 91,000 active | AID 836;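 active = inhibition above the batch mean plus 3 SD and confirmed as a hit by visual image inspection, cut at about 30% in these data, passing the limit was not always enough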; note: strong numbers were not always called active
PLK1 inh – blocks human PLK1 kinase activity; P53350; recombinant PLK1 kinase, TR-FRET peptide phosphorylation; inhibition, % at 10 µM; 0.53% of 97,000 active;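 active = inhibition of 50% or more in the single-concentration screen; inactive = inhibition below 50%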;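 note: 0% = DMSO max control and 100% = H-89 dihydrochloride min control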
Target sequence (P53350 whole entry, looked up): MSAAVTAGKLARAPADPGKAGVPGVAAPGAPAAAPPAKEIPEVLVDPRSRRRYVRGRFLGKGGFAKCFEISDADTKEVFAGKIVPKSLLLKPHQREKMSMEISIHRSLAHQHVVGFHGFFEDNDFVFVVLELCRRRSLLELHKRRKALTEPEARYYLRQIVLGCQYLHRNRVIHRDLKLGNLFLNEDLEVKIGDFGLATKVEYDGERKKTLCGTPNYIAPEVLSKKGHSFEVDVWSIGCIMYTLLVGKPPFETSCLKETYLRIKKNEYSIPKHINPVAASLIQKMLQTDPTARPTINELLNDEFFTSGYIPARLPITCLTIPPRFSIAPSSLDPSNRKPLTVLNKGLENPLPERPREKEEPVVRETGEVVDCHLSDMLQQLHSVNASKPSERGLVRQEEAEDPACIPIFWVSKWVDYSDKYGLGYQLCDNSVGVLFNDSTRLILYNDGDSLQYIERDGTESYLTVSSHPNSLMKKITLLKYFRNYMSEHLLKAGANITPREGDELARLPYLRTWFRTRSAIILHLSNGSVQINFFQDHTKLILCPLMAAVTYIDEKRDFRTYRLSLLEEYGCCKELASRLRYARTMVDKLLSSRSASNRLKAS
PLK1 PBD inh – Plk1 (human) PBD binding inhibition; P53350; Plk1 PBD phosphopeptide binding, fluorescence polarization; inhibition, %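 (tested at about 20 µM)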; 0.13% of 97,000 active; AID 693; in the data active = inhibition above about 34%, passing the limit was not always enough
DAT uptake mod – changed human dopamine transporter uptake under cocaine IC80; LLC-PK1 hDAT cells, [14C]-dopamine uptake with cocaine IC80; actives deviate in either direction; AID 449768; Q01959; 1.3% of 110,000 active; B-score at 10 µM;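 active = Z score or B-score, a plate-position-corrected score, falls beyond the plate's 99.7% confidence bounds, in either direction; inactive = both scores lie inside the 99.7% bounds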;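 note: scored against the spread of the other compound wells on the same plate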
Numbers without * were called inactive; x = not tested or not shown.

Keys: A = TNFa cytotox; B = E coli WT exp; C = HUVEC tox IL1B; D = sEH inh; E = VCAM1 TNFa inh; F = F-actin modifier; G = PLK1 inh; H = PLK1 PBD inh; I = DAT uptake mod
CC(=O)N1CCCc2cc(S(=O)(=O)NC(C(=O)NC(C)c3ccccc3)C(C)C)ccc21 (stereo unspecified)
  A: -24	B: 1	C: -20	D: x	E: 6	F: -7	G: -1	H: -2	I: 0.37

CCc1ccc2[nH]c(=O)c(C(c3nnnn3CC3CCCO3)N3CCN4CCCC4C3)cc2c1 (stereo unspecified)
  A: 7	B: 7	C: 44	D: -13	E: -26	F: -6	G: -7	H: 7	I: -0.088

CCOCCCNC(=O)C1CCN(C(=O)Nc2ccc(Cl)cc2)CC1
  A: 3	B: -9	C: -18	D: 16	E: 5	F: 1	G: -11	H: 8	I: -0.014

CCOC(=O)c1c(C)oc2cc(Br)c(OCC(N)=O)cc12
  A: x	B: x	C: -28	D: 5	E: 1	F: -1	G: -4	H: 13	I: -1.2

CCCc1cc(C(=O)Nc2cccnc2)no1
  A: -15	B: 13	C: -32	D: 8	E: 3	F: 13	G: -9	H: 13	I: -1.4

CCOC(=O)c1[nH]c(C)c(C(=O)OCC(=O)N2c3ccccc3CC2C)c1C (stereo unspecified)
  A: -15	B: -4	C: 0	D: x	E: -16	F: 22	G: -8	H: -23	I: -0.26

Cc1ccc(NC(=O)Cn2cncc2-c2ccc([N+](=O)[O-])cc2)cc1C
  A: -40	B: -10	C: 10	D: 2	E: -20	F: 11	G: -1	H: 5	I: x

CCOC(=O)c1ccc(Oc2nc(N(C)C)nc(N(C)C)n2)cc1
  A: -14	B: -11	C: -21	D: -11	E: 6	F: 8	G: -5	H: -18	I: -0.098

CCCCC1C(C#N)=C(C)NC2=C1C(=O)CC(C)(C)C2 (stereo unspecified)
  A: -2	B: 1	C: 4	D: 3	E: 3	F: -4	G: -10	H: 21	I: -0.73

C=CCOc1c(Br)cc(CNc2ccc(NC(=O)C(C)C)c(OC)c2)cc1OC
  A: -23	B: 7	C: -22	D: 1	E: -25	F: -5	G: -4	H: 2	I: 0.012

Three entries already listed, arranged by their value in sEH inh, ascending.
| SMILES | sEH inh | VCAM1 TNFa inh | F-actin modifier | PLK1 inh | PLK1 PBD inh | DAT uptake mod |
| --- | --- | --- | --- | --- | --- | --- |
| CCc1ccc2[nH]c(=O)c(C(c3nnnn3CC3CCCO3)N3CCN4CCCC4C3)cc2c1 (stereo unspecified) | -13 | -26 | -6 | -7 | 7 | -0.088 |
| C=CCOc1c(Br)cc(CNc2ccc(NC(=O)C(C)C)c(OC)c2)cc1OC | 1 | -25 | -5 | -4 | 2 | 0.012 |
| CCCCC1C(C#N)=C(C)NC2=C1C(=O)CC(C)(C)C2 (stereo unspecified) | 3 | 3 | -4 | -10 | 21 | -0.73 |

Next entries follow:
Keys: A = TNFa cytotox; B = E coli WT exp; C = HUVEC tox IL1B; D = sEH inh; E = VCAM1 TNFa inh; F = F-actin modifier; G = PLK1 inh; H = PLK1 PBD inh; I = DAT uptake mod
COc1ccc(-c2oc3ccccc3c(=O)c2OC(=O)c2ccc(C)cc2)cc1
  A: -5	B: -7	C: -9	D: -17	E: 12	F: -1	G: -18	H: 24	I: -0.03

COc1ccc(C(C#N)N2CCCCC2)cc1OC (stereo unspecified)
  A: 29	B: -3	C: -6	D: -9	E: 18	F: 1	G: -9	H: -4	I: 0.61

N#CC1=C(N)Oc2cc(O)ccc2C1C1CCCCC1 (stereo unspecified)
  A: -11	B: -6	C: 10	D: x	E: 3	F: -2	G: -4	H: -3	I: 0.2

O=C(NC1(C(F)(F)F)N=C(c2ccccc2)NC1=O)c1ccc(Cl)cc1Cl (stereo unspecified)
  A: -1	B: 1	C: -15	D: 3	E: 4	F: 12	G: -8	H: -9	I: 0.86

O=C(N/N=C1\CCCc2ccccc21)c1ccccc1[N+](=O)[O-]
  A: 10	B: x	C: -108	D: -1	E: 5	F: 2	G: -10	H: -15	I: -0.48

O=C(C1CCN(S(=O)(=O)c2cnc[nH]2)CC1)N1CCN(c2ncccn2)CC1
  A: x	B: -1	C: -6	D: -15	E: x	F: x	G: -12	H: 2	I: -0.18

O=C(c1ccccc1F)N1CCN(S(=O)(=O)c2ccc(S(=O)(=O)N3CCCCC3)cc2)CC1
  A: -20	B: -8	C: -21	D: -17	E: 8	F: -12	G: -3	H: -22	I: 0.84

COc1ccc(Br)cc1CNC(=O)CCc1nc(-c2ccc(C)cc2)no1
  A: -11	B: -8	C: 6	D: -4	E: -2	F: -19	G: -2	H: -2	I: 0.13

Cc1ccc(CNC(=O)CSc2nc3n[nH]c(C)c3c(=N)n2-c2cccc(C)c2)cc1
  A: -6	B: -2	C: -7	D: 1	E: 4	F: 9	G: 23	H: 21	I: 0.57

CC(C)(C)NC(=O)C(c1ccc(OCC(N)=O)cc1)N(C(=O)c1cccnc1)C1CC1 (stereo unspecified)
  A: -17	B: -2	C: -26	D: -15	E: -16	F: -6	G: -9	H: 4	I: 0.1

COc1ccc2[nH]c(=O)c(CN(Cc3ccccc3OC)Cc3nnnn3CC3CCCO3)cc2c1 (stereo unspecified)
  A: -20	B: -4	C: -12	D: 15	E: -2	F: -1	G: -13	H: 2	I: 0.62

COC(=O)C1CC(c2c(OC)cc(OC)cc2OC)=NO1 (stereo unspecified)
  A: 4	B: x	C: 25	D: -6	E: 4	F: 11	G: 1	H: -5	I: -1.2

CC(C)Oc1ccc(N2CC(C(=O)OCC(=O)NCc3ccccc3)CC2=O)cc1 (stereo unspecified)
  A: 5	B: -1	C: -25	D: 10	E: -6	F: 6	G: -15	H: -12	I: -0.13

Cc1ccc(S(=O)(=O)c2nc(-c3ccccc3)oc2NCc2cccnc2)cc1
  A: -9	B: -8	C: 16	D: -4	E: -13	F: -1	G: -2	H: -7	I: 1.6

Cc1ccnc(NC(=O)CN(C)S(=O)(=O)c2cccc3nsnc23)c1
  A: -11	B: -9	C: -9	D: -14	E: -9	F: x	G: 3	H: 14	I: -0.15

Cc1cccc(C)c1OCc1nnc(SCC(=O)NCCc2ccccc2)o1
  A: 11	B: x	C: -45	D: 19	E: 10	F: -11	G: -7	H: 4	I: -0.42

COc1cccc(NS(=O)(=O)c2cc(C)ccc2OC)c1
  A: -28	B: -11	C: 35	D: -5	E: 10	F: -5	G: -14	H: 5	I: -0.094

CCOc1ccccc1NC(=O)CSc1nnc(CNC(=O)c2ccco2)o1
  A: 7	B: -7	C: -1	D: 6	E: 12	F: -2	G: -8	H: 7	I: -0.15

COc1cc(C(=S)N(C)C)ccc1O
  A: 3	B: 5	C: -16	D: -10	E: 14	F: -10	G: -13	H: 28	I: 0.38

CCC(C)NS(=O)(=O)c1ccc(OCC(=O)NCc2ccc3c(c2)OCO3)cc1 (stereo unspecified)
  A: -6	B: -5	C: -1	D: 12	E: 26	F: 3	G: -7	H: 14	I: 0.62

CC(=O)N(C)c1ccc(NS(=O)(=O)Cc2ccccc2)cc1
  A: -21	B: 6	C: -12	D: 4	E: 2	F: -28	G: 4	H: -16	I: -0.18

Cc1c(NC(=O)c2cc(-c3ccc(Cl)s3)nc3ccccc23)c(=O)n(-c2ccccc2)n1C
  A: 6	B: -19	C: -28	D: 6	E: 8	F: -25	G: -13	H: -41	I: 0.59

c1ccc(-c2nnc3ccc(N4CCCC4)nn23)cc1
  A: -3	B: 0	C: -81	D: 13	E: 10	F: -4	G: -18	H: -1	I: 1.5

O=C(CSc1nnc(Cc2ccccc2)n1-c1ccc(Cl)cc1)N1CCOCC1
  A: -13	B: 1	C: 6	D: -1	E: -7	F: 46	G: -13	H: -4	I: 0.13

CCOc1ccc(N(CC(=O)NC2CCCC2)C(=O)CSc2nnc(COc3ccccc3)o2)cc1
  A: -5	B: -4	C: 4	D: 9	E: 24	F: -9	G: -12	H: -9	I: 2

Cc1cc(C(=O)NCc2cc(C(=O)O)oc2C)c(C)o1
  A: -3	B: 2	C: -45	D: 0	E: 8	F: -6	G: -5	H: 10	I: -0.035

CC(C)NC(=O)COC(=O)c1ccc(Oc2ccccc2)cc1
  A: -45	B: 1	C: -11	D: -6	E: -6	F: 10	G: -4	H: -11	I: 1.7

CCOC(=O)Cn1c(=N)n(CCOc2cccc(C)c2)c2ccccc21
  A: -5	B: 8	C: 26	D: -3	E: -2	F: 8	G: 7	H: 12	I: 0.99

CC(NC(=O)c1ccccc1)c1nc2ccccc2n1Cc1ccccc1F (stereo unspecified)
  A: 14	B: 7	C: 12	D: 8	E: 17	F: -17	G: -2	H: -1	I: x

O=C(O)c1cc(NCc2ccccc2C(F)(F)F)ccc1N1CCOCC1
  A: -38	B: 1	C: -3	D: -3	E: 11	F: -12	G: -8	H: 22	I: -0.047

CCc1nnc(NC(=O)CSc2ncc(-c3ccccc3)n2C)s1
  A: -12	B: 0	C: -117	D: 2	E: -6	F: 27	G: -3	H: -13	I: 0.3

COc1ccc2cc3cc(C(=O)NCCc4ccc(OC)c(OC)c4)oc3nc2c1
  A: 32	B: -4	C: 14	D: -3	E: 15	F: -1	G: -11	H: -15	I: -1.5

O=C(COC(=O)c1cc(S(=O)(=O)N2CCOCC2)c(Cl)cc1Cl)Nc1ncc(C(F)(F)F)cc1Cl
  A: -34	B: -12	C: -15	D: 16	E: 1	F: 14	G: -5	H: -7	I: 0.28

O=C(Nc1nccs1)c1ccc(Cl)cc1[N+](=O)[O-]
  A: 7	B: 11	C: -31	D: -16	E: 2	F: -21	G: 0	H: -17	I: 0.2

COc1ccc(N2C(=O)CC(Sc3nc(C)c4c(n3)CCCC4)C2=O)cc1 (stereo unspecified)
  A: 31	B: -17	C: 23	D: -24	E: -13	F: 16	G: -8	H: -2	I: -0.92

COc1ccc(-n2c(-c3cccc(OC)c3)nc(=S)c3c2CCCC3)cc1
  A: 4	B: 8	C: 43	D: -1	E: -12	F: -5	G: -2	H: 1	I: -0.078

c1csc(CNCCCN2CCOCC2)c1
  A: -25	B: -5	C: -8	D: 8	E: 1	F: 36	G: -7	H: -12	I: -0.22

CC(C)(C)c1ccc(/C([O-])=C(/C(=S)NCc2ccco2)[n+]2ccccc2)cc1
  A: -11	B: 1	C: -26	D: 0	E: 8	F: -2	G: -8	H: 11	I: -0.46

Cc1cccc(C)c1OCC(=O)Nc1cccc(NC(=O)c2ccco2)c1
  A: x	B: -14	C: -30	D: -4	E: -16	F: -2	G: -6	H: 13	I: -0.034

Cc1c(Cl)c(C(=O)NC2CCCC2)nn1C
  A: -16	B: x	C: -8	D: 3	E: 6	F: 2	G: 4	H: -22	I: 0.04

CN(C)S(=O)(=O)c1ccc(Oc2ccc(S(=O)(=O)N(C)C)cc2)cc1
  A: 3	B: -4	C: -36	D: 6	E: 2	F: -2	G: -9	H: 9	I: 0.075

CC(C)NC(=O)C1CCN(Cc2cnn(-c3ccccc3)c2-n2cccc2)CC1
  A: x	B: -1	C: -14	D: 3	E: -1	F: -1	G: -7	H: -3	I: -0.92

CCOc1ccc(C2CC(c3cccc(C)c3)n3ncnc3N2)cc1 (stereo unspecified)
  A: -18	B: 8	C: 5	D: 7	E: 6	F: 14	G: 1	H: -15	I: 0.0073

COc1ccc(S(=O)(=O)N2Cc3ccccc3CC2C(=O)N2CCOCC2)cc1 (stereo unspecified)
  A: -14	B: x	C: -18	D: -6	E: -5	F: 35	G: -12	H: -10	I: -0.81

Cc1nnc(SCC(=O)NC2CCCC2)s1
  A: -5	B: -2	C: 23	D: -2	E: 13	F: 7	G: -6	H: -8	I: 2.1
